KB-3-1 tox: kills parental KB-3-1 adenocarcinoma cells; KB-3-1 viability, CellTiter-Glo ATP luminescence, 72 h; Potency, µM (highest dose often 46.1 µM), inactives show at the top dose activity change, negative = cytotoxic, usual class: cytotoxic; actives 1.4% (n = 400,000); also: potency is read from the fitted curve at half-maximal effect; % is scaled to controls: 0 for no effect and ±100 for the full control effect; nearly all actives have a fitted effect of over 60% in size
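Multi-concentration cytotoxicity screen in KB-3-1 cells grown in DMEM lacking phenol red with 10% FBS. After 72 h at 37 °C with compound, ATP-dependent luminescence was recorded.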
SW480 rereplic: induces DNA re-replication in SW480 colon adenocarcinoma cells; SW480 DNA re-replication, Hoechst DNA content imaging, 48 h; Potency, µM (highest dose often 46.1 µM), inactives show top-dose re-replication activation, actives largely listed as activators; actives 1.8% (n = 340,000); AID 624297; also: potency is read from the fitted curve at half-maximal effect; % of control where 0% means no effect; nearly all actives have a fitted effect of over 55% in size
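First, 250 cells per well were seeded. Next, compound or vehicle (23 nL) was pinned in, plates sat 48 hr at 37 C. Finally Hoechst was added for 40 min before fluorescence scanning.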
MCF10A rerep: DNA re-replication induction in MCF 10a cells; MCF 10A DNA re-replication, Hoechst nuclear intensity, 48 h; Potency, µM (highest dose often 46.1 µM), without a hit: top-dose activity, positive = re-replication, hits mostly activators; actives 2.9% (n = 350,000); AID 624296; also: potency is read from the fitted curve at half-maximal effect; % of control where 0% means no effect; nearly all actives have a fitted effect of over 50% in size
ATXN2 expr inh: ATXN2 expression inhibition; HEK-293 ATXN2-luciferase reporter, luminescence, 24 h; Potency, µM (doses to about 57 µM), for inactives: top-dose activity change, negative = inhibition, hits mostly inhibitors; actives 0.72% (n = 360,000); also: potency is read from the fitted curve at half-maximal effect; % is scaled to controls: 0 for no effect and ±100 for the full control effect; nearly all actives have a fitted effect of over 55% in size
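ATXN2-luciferase reporter cells (luciferase flanked by upstream and downstream ATXN2 gene portions) were treated 24 h at 37 °C with compounds at up to 57 uM. SteadyGlo luminescence gave expression; GF-AFC fluorescence gave viability.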
HT1080-NT tox: kills 2HG-producing HT-1080-NT fibrosarcoma cells | HT-1080-NT fibrosarcoma viability, CellTiter-Glo ATP luminescence, 48 h | Potency, µM (titrated, usually from 46.1 µM), for inactives: at the highest dose activity, negative = less viability, most hits filed as cytotoxic | actives 1.6% (n = 360,000) | AID 686970;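 also: NT is the 2HG producing partner of a matched IDH1 knockdown line; potency is read from the fitted curve at half-maximal effect; 0% = DMSO-treated cells and -100% = media-only wells without cells; nearly all actives have a fitted effect of over 55% in size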
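Toxicity toward the 2HG-producing NT line was scored as %Activity, normalised to DMSO and no-cell wells, from CellTiter-Glo luminescence after 48 hours' treatment.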
IL1B secr inh: inhibitors of inflammasome signaling (IL-1 beta secretion); THP-1 LPS/ATP IL-1B secretion, AlphaLISA, 16 h; hits give low values; activity change, % at 57.5 µM; actives 4.7% (n = 360,000); AID 743279; in the data active = activity change below about -50%; inconclusive = mostly about -30% to -49%; also: % is scaled to controls: 0 for no effect and ±100 for the full control effect
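THP-1 cells pretreated 1 hr with compounds (up to 57.5 uM final), then stimulated with LPS (250 ng/mL final) plus ATP (1.25 mM final); secreted IL-1B measured by AlphaLISA after 16 hr, decreased signal indicating inhibition.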
HT1080 IDH1KD tx: HT-1080 IDH1 knockdown cell toxicity (counter line). HT-1080 IDH1 knockdown viability, ATP luminescence, 48 h. Potency, µM (highest dose often 46.1 µM), without a hit: top-dose activity, negative = toxicity, actives largely listed as cytotoxic. actives 2% (n = 360,000). AID 686971;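 also: potency is read from the fitted curve at half-maximal effect; 0% = DMSO wells and -100% = cell-free medium wells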
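% activity derives from luminescence (CellTiter-Glo), normalised to DMSO and no-cell wells. HT-1080-IDH1KD cells, 750/well, had 48 h compound exposure at 37 °C.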
ATXN viability: viability counter-screen for ATXN expression inhibitors | AID 651635 | S2 cells (HEK-293 line with an ATXN2-luciferase reporter) viability, CellTiter-Fluor protease fluorescence, 24 h | actives 0.49% (n = 400,000) | Potency, µM (series often up to 56.7 µM), usual class: cytotoxic; also: potency is read from the fitted curve at half-maximal effect; nearly all actives have a fitted effect of over 40% in size
HepG2 viability: kills HepG2 cells in TGF-b inhibitor counter-screen. HepG2 CAGA-GFP viability, ATP luminescence, 18 h. Potency, µM (doses to about 46.1 µM), for inactives: at the top dose activity change, negative = cytotoxicity, usual class: cytotoxic. actives 0.76% (n = 410,000). AID 588856; also: potency is read from the fitted curve at half-maximal effect; some results filed as inactive show a strong effect at the top dose
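CellTiter-Glo luminescence gave cytotoxicity after 18 hours at 37 degrees C. The cells were HepG2 CAGA-GFP in 1% FBS DMEM, stimulated with 500 pg/mL TGF-beta after compound addition. %Activity was normalised to no-cell wells (complete cell-killing) and DMSO (no toxicity), and curves were fitted and classified.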
An asterisk follows results filed as active; i = inactive; ? = inconclusive; . = not tested or not shown; [ ] = remark or other dose. Unless noted, calls follow the shape of the dose curve; as a rule, active = well fitted curve in the direction sought with a large enough effect; inconclusive = small, poorly fitted or top-dose-only effect, or another doubt; inactive = no such curve, though single readings can be large; an effect the other way counts as inactive or inconclusive.

Structure,KB-3-1 tox,SW480 rereplic,MCF10A rerep,ATXN2 expr inh,HT1080-NT tox,IL1B secr inh,HT1080 IDH1KD tx,ATXN viability,HepG2 viability
O=C(CSc1ccc2ccccc2c1)NC1CCCc2ccccc21 (stereo unspecified),-8%,5%,9%,-9%,6%,-24,16%,i,-42%
O=C(CCN1C(=O)S/C(=C/c2ccc(Cl)cc2)C1=O)N1CCOCC1,-4%,-5%,2%,-1%,0%,13,7%,i,14%
CC(C)[C@H]1C(=O)Nc2ccccc2N1C(=O)N[C@@H](Cc1ccccc1)C(=O)N[C@H](Cc1ccccc1)C(=O)O,0%,14%,?,-12%,1%,1,10%,i,-5%
Cc1noc(C)c1S(=O)(=O)N1CCC(C(=O)N2CCN(c3ccccc3)CC2)CC1,3%,.,.,-6%,.,.,.,i,-9%
O=c1c2ccccc2nc2c3ccccc3ncn12,-1%,2%,-8%,12%,15%,12,5%,i,-5%
COc1cc(Cl)c(C)cc1NC(=O)CCc1nc2cccnc2n1-c1ccccc1,12%,.,.,-9%,.,.,.,i,-9%
CCCn1c(CN2CCN(C(=O)OCC)CC2)nc2cc([N+](=O)[O-])ccc21,2%,-2%,9%,-1%,-2%,13,-10%,i,-13%
OCCCNc1nc(-c2ccccc2)c2cc(Br)ccc2n1,?,?,4.6µM*,-6%,-12%,-76*,-29%,i,-14%
CC(=O)n1cc(/C=N/NC(=O)c2ccc(Cl)cc2)c2ccccc21,2%,8%,1%,.,14%,36,16%,?,-3%
COC(=O)C1=C(C)N(c2ccc(OC)c(OC)c2)C(=O)C1,3%,-2%,?,16%,?,15,?,i,-2%
O=C(Nc1ccc([N+](=O)[O-])cc1)c1cccc(S(=O)(=O)Nc2cccnc2)c1,3%,-7%,-1%,-11%,?,5,-3%,?,0%
Cc1ccn2c(=O)nc(SCC(=O)NCc3ccc(F)cc3)nc2c1,2%,1%,5%,-20%,2%,-12,-5%,i,-1%
Nc1ccc(NS(=O)(=O)c2ccccc2)cc1,11%,10%,4%,17%,-2%,4,7%,i,7%
Cc1ccc2nc3ccc(N4CCN(C)CC4)nn3c(=O)c2c1,-3%,2%,1%,33%[activator],3%,-24,15%,i,5%
Cc1ccc(S(=O)(=O)N(C)C)cc1NC(=O)CCCNC(=O)c1ccc(Cl)cc1,-2%,-4%,1%,5%,-12%,-6,0%,i,14%
CCOc1cc(OCC)cc(C(=O)NCCCN2CCOCC2)c1,7%,-4%,-2%,-22%,17%,-3,15%,i,-11%
CC1CCC2(CC1)NC(=O)N(CC(=O)Nc1cccc(S(=O)(=O)N3CCCCC3)c1)C2=O (stereo unspecified),-24%,?,10%,.,-13%,-4,-22%,i,-22%
Cc1cc(C(=O)NNC(=S)NCc2ccco2)n(C)n1,0%,8%,15%,0%,0%,-15,4%,i,0%
Cc1csc(NC(=O)c2sc3nc(-c4cccs4)ccc3c2N)n1,14%,?,1%,3%,-9%,-72*,?,.,-57%
CCCc1cc(=O)n2[nH]c(-c3cccc(Br)c3)cc2n1,-13%,-6%[9.22 µM],12%,75%[activator],-13%,?,-12%,i,-16%
CN1CC2CCCC3(C1)C(=O)NC1(CCCCC1)N=C23 (stereo unspecified),-7%,-2%,4%,-1%,-3%,1,0%,i,1%
CSc1ncccc1C(=O)OCC(=O)N1CCN(S(=O)(=O)c2ccc(C)cc2C)CC1,1%,4%,-1%,0%,0%,-12,8%,i,10%
CC(=O)Nc1cccc(C(=O)NC2CCCc3c2cnn3-c2ccc(C(C)(C)C)cc2)c1 (stereo unspecified),-7%,?,?,-17%,-26%,57,?,.,-29%
CCCCN(C(=O)/C=C/c1ccco1)c1c(N)n(CC(C)C)c(=O)[nH]c1=O,2%,-44%[inhibitor],4%[9.22 µM],-16%,-12%,?,-2%,i,0%
CCN(C(=O)COC(=O)CSc1ccc(C)c(C)c1)C1CCS(=O)(=O)C1 (stereo unspecified),-23%,-1%,2%,3%,-3%,-2,-2%,i,15%
Cc1ccc(-n2c(C)nc3c(cnn3-c3ccc(F)cc3)c2=O)cc1,4%,-3%,30%,-17%,-16%,26,?,?,-28%
CNc1cncc(-c2ccc(OC)cc2)n1,0%,.,.,31%,5%,-6,15%,i,13%
CCN1CCN(C(=O)CN(C)S(=O)(=O)c2cc(C)ccc2OC)CC1,3%,-1%,?,41%[activator],?,-6,17%,i,-8%
O=C(NCc1ccc2c(c1)OCO2)C1CCCN1C(=O)Nc1ccc(F)cc1 (stereo unspecified),1%,-4%,1%,2%,6%,4,7%,i,0%
CCCCc1nnc(NC(=O)c2nc3nccc(C)n3n2)s1,-1%,3%,-33%[inhibitor],-23%,1%,-2,18%,i,0%

(list continues)
The line under a structure holds: KB-3-1 tox	SW480 rereplic	MCF10A rerep	ATXN2 expr inh	HT1080-NT tox	IL1B secr inh	HT1080 IDH1KD tx	ATXN viability	HepG2 viability
N#Cc1cccc(C(=O)OCc2cccc(S(=O)(=O)N3CCOCC3)c2)c1
→ 2%	-8%	2%	-15%	5%	19	-1%	i	-20%
O=[N+]([O-])c1ccc(CS(=O)c2ccccc2)cc1 (stereo unspecified)
→ 11%	1%	1%	2%	1%	12	10%	i	-25%
CCOC(=O)c1sc2ccc(S(=O)(=O)N3CCCCC3)cc2c1N
→ 23µM*	26µM*	?	?	?	-29	?	?	-10%
Cc1[nH]c2ccccc2c1/C=N/NC(=O)Cc1cccs1
→ -4%	0%	15%	-5%	-2%	-13	-2%	i	-39%
CCOC(=O)c1[nH]c(C)c(C(=O)OCc2ccc(C)cc2)c1C
→ -1%	0%	?	?	18%	1	15%	i	-1%
Cc1ccc(C)c(NC(=O)CCC(=O)N/N=C/c2cc([N+](=O)[O-])ccc2O)c1
→ ?	?	?	?	-16%	80	?	i	-19%
Cc1ccc(C)c(OCC(=O)Nc2ccc(S(=O)(=O)N3CCN(C)CC3)cc2)c1
→ 0%	-2%	?	-4%	-2%	3	-14%	i	-13%
Cc1ccc2cccc(OCC(=O)NCc3ccco3)c2n1
→ 30%	0%	8%	-8%	2%	18	3%	i	0%
COc1ccccc1Cc1c(-c2ccc(C#N)cc2)nc2ccc(C)cn12
→ ?	.	.	-20%	?	?	?	?	.
CCCc1nc2nc(C)c(NS(=O)(=O)c3ccc(C(C)(C)C)cc3)c(=O)n2[nH]1
→ 1%	-10%	3%	-6%	-6%	14	1%	i	-5%
Cc1cccc(NC(=O)c2ccc(N3CCOCC3)c([N+](=O)[O-])c2)n1
→ 3%	-16%	2%	33%[activator]	6%	-29	6%	i	2%
Cc1ccc(S(=O)(=O)N/N=C/c2ccccc2O)cc1[N+](=O)[O-]
→ 1%	-1%	12%	9%	-28%	4	-20%	i	4%
Cc1ccc(C(=O)O/N=C(\N)Cc2cccs2)cc1[N+](=O)[O-]
→ 4%	-5%	-1%	15%	-4%	6	6%	i	-5%
CC(=O)N(C)c1ccc(NC(=S)Nc2ccc(C(C)C)cc2)cc1
→ -16%	0%	?	.	1%	21	-2%	i	-20%
CN(c1ccccc1C(=O)Nc1ccc2ccccc2c1)S(C)(=O)=O
→ 3%	0%	0%	-29%	-1%	-10	-1%	?	16%
CCOc1ccccc1/C=C(/NC(=O)c1ccccc1)C(=O)NC(C)c1ccccc1 (stereo unspecified)
→ 2%	13%	-2%	6%	-1%	-24	2%	i	-12%
CNc1oc(-c2ccc(Cl)cc2)nc1P(=O)(c1ccccc1)c1ccccc1
→ ?	15%	16µM*	-21%	?	-61*	?	i	-115%
O=S(=O)(c1ccc2c(c1)C(=NO)c1cc(S(=O)(=O)N3CCCCC3)ccc1-2)N1CCCCC1
→ 1.2µM*	12µM*	2.1µM*	3.5µM*	0.37µM*	-85*	0.58µM*	3.5µM*	1.8µM*
COc1ccc(NC(=O)NNC(=O)c2ccccc2-n2cccc2)cc1OC
→ -4%	-15%	-2%	5%	-2%	25	-8%	i	1%
COc1ccc(NC2CCCN(C(=O)CN3CCOC3=O)C2)cc1 (stereo unspecified)
→ 14%	12%	7%	7%	25%	10	13%	i	-74%
O=C(Nc1ccc(CSc2ccccc2)cc1)c1ccccc1
→ 7%	1%	-1%	-4%	3%	6	11%	i	-3%

Four records drawn at random from the list so far:
The line under a structure holds: KB-3-1 tox	SW480 rereplic	MCF10A rerep	ATXN2 expr inh	HT1080-NT tox	IL1B secr inh	HT1080 IDH1KD tx	ATXN viability	HepG2 viability
Cc1ccc2cccc(OCC(=O)NCc3ccco3)c2n1
→ 30%	0%	8%	-8%	2%	18	3%	i	0%
O=[N+]([O-])c1ccc(CS(=O)c2ccccc2)cc1 (stereo unspecified)
→ 11%	1%	1%	2%	1%	12	10%	i	-25%
COc1ccc(NC(=O)NNC(=O)c2ccccc2-n2cccc2)cc1OC
→ -4%	-15%	-2%	5%	-2%	25	-8%	i	1%
CCOc1ccccc1/C=C(/NC(=O)c1ccccc1)C(=O)NC(C)c1ccccc1 (stereo unspecified)
→ 2%	13%	-2%	6%	-1%	-24	2%	i	-12%

Assay outcomes: PubChem, National Center for Advancing Translational Sciences (NCATS)

Compounds as they come. About 8.9% of those tested had a hit in this group.
